# CHO parental Ca: counter-screen for OX1R antagonists: effect in parental CHO cells; AID 463079; inhibition, % at 5.6 µM; parental CHO-K1, ATP-induced calcium, Fluo-8 fluorescence; 330,000 compounds, 0.63% hits;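 active = inhibition above that plate's mean sample inhibition plus 3 SD, cut at about 26% in these data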;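 note: 0% = ATP-challenged DMSO wells and 100% = DMSO wells without ATP; some compounds past the cut are filed as inactive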
#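 Material: parental CHO cells / Compound: single nominal dose of 5.6 µM per compound / Signal: Fluo-8 fluorescence / Replicates: singlicate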
# CHO-K1 Ca PAM: M1 PAM counterscreen hit in parental CHO-K1 cells | ATP EC20, Fluo-8 calcium fluorescence; 0% at ATP EC20, 100% at ATP max | activation, % at 3 µM | 360,000 compounds, 0.02% hits;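 active = activation above the run cutoff, the mean activation of all test compounds plus 3 SD, cut at about 40% in these data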;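 note: peak over basal fluorescence ratio in a 140 s read after ATP addition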
# CHRM1 PAM: human CHRM1 positive allosteric modulation; P11229; activation, % at 3 µM; 360,000 compounds, 0.088% hits; AID 588819; CHO-K1 hM1, Fluo-8 calcium fluorescence, ACh EC20; 0% = ACh EC20, 100% = maximal ACh; in the data active = activation above about 19%, passing the limit was not always enough
# Target sequence (P11229 whole entry, looked up): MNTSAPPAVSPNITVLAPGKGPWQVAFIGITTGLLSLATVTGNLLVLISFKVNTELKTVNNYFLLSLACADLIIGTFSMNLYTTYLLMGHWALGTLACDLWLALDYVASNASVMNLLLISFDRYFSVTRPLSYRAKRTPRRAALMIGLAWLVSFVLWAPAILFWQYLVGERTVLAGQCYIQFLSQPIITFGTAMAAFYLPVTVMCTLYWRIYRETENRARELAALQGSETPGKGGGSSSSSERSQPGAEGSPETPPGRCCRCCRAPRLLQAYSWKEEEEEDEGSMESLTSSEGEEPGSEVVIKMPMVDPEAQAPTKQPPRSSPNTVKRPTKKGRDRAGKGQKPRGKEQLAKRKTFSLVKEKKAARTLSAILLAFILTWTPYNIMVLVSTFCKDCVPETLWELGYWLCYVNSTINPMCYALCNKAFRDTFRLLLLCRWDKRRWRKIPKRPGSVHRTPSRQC
# CHO-K1 Ca antag: counter-screen for M1 antagonists: effect in parental CHO-K1 cells. ATP-induced calcium, Fluo-8 fluorescence. inhibition, % at 3 µM. 360,000 compounds, 0.6% hits. AID 602250;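 active = inhibition above a per-plate cutoff, the plate's mean sample inhibition plus 3 SD, cut at about 24% in these data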;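 note: 0% = DMSO plus EC80 ATP and 100% = DMSO alone without ATP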
# M1 antag: antagonists of human M1 muscarinic receptor | P11229 | CHO-K1 hM1, Fluo-8 calcium fluorescence, ACh EC80 antagonist | inhibition, % at 3 µM | 360,000 compounds, 1.3% hits;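 active = percent inhibition above its own plate's cutoff, namely the mean of that plate's compound wells plus 3 SD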;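 note: peak over basal fluorescence ratio during 140 s after agonist addition; 0% = ACh EC80 plus DMSO and 100% = DMSO alone without agonist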
# TAAR1 agonist: human TAAR1 agonism | activation, % at 3 µM | CHO RD-HGA16 TAAR1, Fluo-8 calcium fluorescence; vehicle wells 0%, saturating PEA agonist 100% | Q96RJ0 | 360,000 compounds, 0.99% hits;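 active = activation above the mean activation of all test compounds in the run plus 3 SD, cut at about 38% in these data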
# Target sequence (Q96RJ0 whole entry, looked up): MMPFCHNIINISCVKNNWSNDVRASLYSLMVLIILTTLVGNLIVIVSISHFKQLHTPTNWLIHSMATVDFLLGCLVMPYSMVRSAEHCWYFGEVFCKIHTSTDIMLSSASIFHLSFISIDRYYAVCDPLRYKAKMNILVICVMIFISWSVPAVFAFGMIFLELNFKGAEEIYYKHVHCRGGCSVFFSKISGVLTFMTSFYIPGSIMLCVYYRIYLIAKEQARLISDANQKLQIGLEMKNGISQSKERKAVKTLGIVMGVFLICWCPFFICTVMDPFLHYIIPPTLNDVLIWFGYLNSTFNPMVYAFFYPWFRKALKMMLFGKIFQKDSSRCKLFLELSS
#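 System: CHO-derived RD-HGA16 cells with stable Gα16 and human TAAR1. Times: 17-24 h plating, Fluo-8 75 min 37 °C, 30 min RT. Measured by: calcium-sensitive Fluo-8 signal, excitation 470-495, emission 515-575 nm. Read-out basis: % activation relative to PEA EC100 response. Control set: DMSO and PEA EC100. Repeats: no replicates (n 1).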
# TAAR1 antag: human TAAR1 antagonism. Q96RJ0. CHO RD-HGA16 TAAR1, Fluo-8 calcium fluorescence, antagonist. inhibition, % at 3 µM. 360,000 compounds, 1.5% hits. AID 624466;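 active = inhibition above a per-plate cutoff, the mean inhibition of test compounds on that plate plus 3 SD, cut at about 49% in these data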;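 note: 0% = DMSO plus EC80 beta-PEA response and 100% = DMSO alone without agonist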
#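 System: CHO RD-HGA16 cells bearing hTAAR1. Reagent: EC80 β-phenethylamine stimulus. Schedule: seeding 17-24 h prior, 75-min 37 °C, 30-min RT dye loading. Signal: Fluo-8 intracellular calcium dye fluorescence, real-time kinetic reads. Read-out: % inhibition from peak post-agonist over basal fluorescence ratio. Benchmarks: vehicle wells and EC80 agonist wells. Replicates: n of 1.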
# CHO-K1 Ca ag: M1 agonist counterscreen hit in parental CHO-K1 cells. Fluo-8 calcium fluorescence; scaled to maximal ATP response, vehicle zero. activation, % at 3 µM. 360,000 compounds, 0.48% hits. AID 602248; in the data active = activation above about 15%;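 note: untransfected CHO-K1 host cells lacking M1 receptor as counterscreen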
# M1 ag: agonists of human M1 muscarinic receptor; P11229; CHO-K1 hM1, Fluo-8 calcium fluorescence, agonist mode; 0% DMSO, 100% acetylcholine EC100; activation, % at 3 µM; 360,000 compounds, 0.33% hits;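 active = activation above the run's mean compound activation plus 3 SD, cut at about 16% in these data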;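 note: peak over basal fluorescence ratio within a 140 s kinetic read after compound addition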
# Active calls of the source: *; · = no result given. Random draw from the library; about 4.4% have a hit in one of these screens.
1. Cc1nn2c(-n3ccnc3)c3c(nc2c1-c1ccccc1)CCC3
2. COc1ccccc1-c1noc(CCC(=O)NC2CCCCC2)n1
3. CC1(C)CC(=O)C(C(c2ccco2)C2C(=O)CC(C)(C)CC2=O)C(=O)C1
4. COc1cccc(NS(=O)(=O)c2ccc(OC)c(OC)c2)c1
5. CCOC(=O)c1c(-c2ccc(F)cc2)csc1NC(=O)c1c(-c2ccccc2)noc1C
6. CSCCC(NS(=O)(=O)c1c(Cl)cccc1Cl)C(=O)O (stereo not given)
7. O=C(CS(=O)(=O)c1ccccc1)Nc1nnc(C(F)(F)F)s1
8. Cc1cc(=O)oc2c(CN3CCOCC3)c(O)ccc12

assay / entry	1	2	3	4	5	6	7	8
CHO parental Ca	-16	6	4	-1	-48	-4	-10	·
CHO-K1 Ca PAM	2	4	12	18	11	-1	-12	7
CHRM1 PAM	-4	18	4	1	3	2	9	5
CHO-K1 Ca antag	3	-6	8	-3	-6	3	6	-9
M1 antag	18	-18	-3	-1	-6	0	-13	0
TAAR1 agonist	-1	1	4	8	-4	4	1	4
TAAR1 antag	-28	-8	-8	17	9	-22	0	-14
CHO-K1 Ca ag	-0.4	0.4	-0.1	9.6	0.4	0.8	-0.1	0.2
M1 ag	-4	0	-4	-3	-6	-3	-3	-4

9. CN(c1ccccc1)c1nc(N)c([N+](=O)[O-])c(Nc2ccccc2)n1
10. O=C(c1ccc2ccccc2c1)N1CCCC1
11. O=C(NCCc1ccc(Cl)cc1Cl)c1ccc2nc[nH]c2c1
12. Cc1cccc(NS(=O)(=O)c2ccc(NC(=O)CN(c3cc([N+](=O)[O-])ccc3C)S(C)(=O)=O)cc2)c1
13. COc1cc(/C=C(\C#N)c2nc3ccccc3[nH]2)cc(OC)c1O
14. CC(C)(C)NC(=S)NCc1ccco1
15. Cc1cc(/C=N\NC(=O)COc2cccc3cccnc23)c(C)n1-c1ccccc1
16. CCCSc1n[nH]c(NC(C)=O)n1

assay / entry	9	10	11	12	13	14	15	16
CHO parental Ca	-38	-13	4	20	0	2	-20	-3
CHO-K1 Ca PAM	10	2	8	14	12	3	14	18
CHRM1 PAM	10	8	9	6	-2	8	6	-3
CHO-K1 Ca antag	-17	2	-15	3	10	-4	-3	-6
M1 antag	-15	-6	-10	0	4	1	-2	9
TAAR1 agonist	-1	-1	2	2	34	1	5	1
TAAR1 antag	-4	-10	-13	6	25	4	10	-11
CHO-K1 Ca ag	0.6	-0.2	4.5	0.7	12	0.6	0.6	1.6
M1 ag	-5	-7	-2	-6	5	-2	-11	-2

17. COCCNC(=S)N1CCN(c2nc(-c3ccc(Cl)cc3)cs2)CC1
18. C=CCN1C(=O)/C(=C/c2cccs2)S/C1=N\S(=O)(=O)c1ccc(F)cc1
19. COc1cc2c(cc1OC)[C@@H](NC(=O)C(C)C)[C@H](OCc1ccccc1)C2
20. Cc1cccc(C(=O)OCC(=O)NC(=O)c2ccccc2)c1O
21. O=C(N/N=C/c1ccc(O)cc1O)c1ccncc1
22. O=S(=O)(Nc1ccc(Br)cc1)c1cccc(NC(=S)NCCN2CCOCC2)c1
23. CC(=O)c1c(C)n(CC(=O)NCc2ccc3c(c2)OCO3)c2ccccc12
24. COc1ccc(S(=O)(=O)NCc2ccccn2)cc1Br

assay / entry	17	18	19	20	21	22	23	24
CHO parental Ca	-1	-10	-14	-6	-1	-1	12	-4
CHO-K1 Ca PAM	-17	18	20	11	11	-11	1	17
CHRM1 PAM	3	-1	3	4	-2	4	-3	2
CHO-K1 Ca antag	8	-7	-12	-9	-5	-8	2	-9
M1 antag	-5	6	-9	-13	-2	-2	4	-12
TAAR1 agonist	2	0	1	1	9	11	9	5
TAAR1 antag	28	-5	-2	-8	10	6	22	-20
CHO-K1 Ca ag	1.6	0.7	1.3	1.0	4.2	1.4	8.2	0.8
M1 ag	3	-3	-1	1	0	-2	4	-7

25. Cc1cccc(C(=O)Nc2nnc(S(=O)(=O)N(C)Cc3ccco3)s2)c1
26. COc1cc2nc(N3CCN(c4cc(C)ccc4C)CC3)nc(N)c2cc1OC
27. N#CCCN(Cc1cccs1)C(=O)Nc1ccccc1
28. Cc1ccc2c(c1)N(C(=O)CCC(=O)N1CCN(c3ccccn3)CC1)CCO2
29. COc1ccc(N2CCN(CCCn3c(=S)[nH]c4ccccc4c3=O)CC2)cc1
30. O=C(NN=C1C2CC3CC1CC(Cl)(C3)C2)c1ccccn1
31. O=C(O)C1CCN(S(=O)(=O)c2cccc3nsnc23)CC1
32. C#CCn1c(=NC(=O)c2cccs2)sc2cccc(OCC)c21

assay / entry	25	26	27	28	29	30	31	32
CHO parental Ca	10	31	-1	-8	-14	-2	-8	-12
CHO-K1 Ca PAM	-4	1	-20	-9	5	-5	13	19
CHRM1 PAM	-5	13	-3	-7	21	0	3	11
CHO-K1 Ca antag	-8	3	3	10	-11	3	-10	-8
M1 antag	11	-11	4	36*	-4	3	-5	-18
TAAR1 agonist	1	30	0	5	2	0	3	-1
TAAR1 antag	4	-1	10	-13	5	-4	-11	22
CHO-K1 Ca ag	5.1	0.7	0.2	0.3	0.7	0.2	-0.1	0.5
M1 ag	2	-1	-2	-8	-1	-4	-1	-3

# Profiles, quoted from the list. Values in the order: CHO parental Ca	CHO-K1 Ca PAM	CHRM1 PAM	CHO-K1 Ca antag	M1 antag	TAAR1 agonist	TAAR1 antag	CHO-K1 Ca ag	M1 ag
# CC1(C)CC(=O)C(C(c2ccco2)C2C(=O)CC(C)(C)CC2=O)C(=O)C1 is listed as 4	12	4	8	-3	4	-8	-0.1	-4
# O=S(=O)(Nc1ccc(Br)cc1)c1cccc(NC(=S)NCCN2CCOCC2)c1 is listed as -1	-11	4	-8	-2	11	6	1.4	-2
# COc1cc2c(cc1OC)[C@@H](NC(=O)C(C)C)[C@H](OCc1ccccc1)C2 is listed as -14	20	3	-12	-9	1	-2	1.3	-1

# An excerpt from above in order of heavy-atom count, falling:
25. Cc1cccc(C(=O)Nc2nnc(S(=O)(=O)N(C)Cc3ccco3)s2)c1
32. C#CCn1c(=NC(=O)c2cccs2)sc2cccc(OCC)c21
27. N#CCCN(Cc1cccs1)C(=O)Nc1ccccc1

assay / entry	25	32	27
CHO parental Ca	10	-12	-1
CHO-K1 Ca PAM	-4	19	-20
CHRM1 PAM	-5	11	-3
CHO-K1 Ca antag	-8	-8	3
M1 antag	11	-18	4
TAAR1 agonist	1	-1	0
TAAR1 antag	4	22	10
CHO-K1 Ca ag	5.1	0.5	0.2
M1 ag	2	-3	-2

# (more compounds)
33. Cc1ccccc1C(=O)N1N=C(c2ccc(NS(C)(=O)=O)cc2)CC1c1cccs1 (stereo not given)
34. COC(=O)c1cc(C)nc(Nc2nc(C(N)Cc3ccc(Cl)cc3)cs2)n1 (stereo not given)
35. N#Cc1ncccc1CCc1cccc(Cl)c1
36. CCc1ccccc1NC(=O)c1cc(-c2ccco2)on1
37. Cc1cnc2cc(Cl)ccc2c1SCC(=O)O
38. Cc1cc(Cl)ccc1NC(=S)NCC(C)C
39. O=C(CCNC(=O)c1ccc([N+](=O)[O-])cc1)Nc1ccc(F)cc1
40. CCCc1ncc(C(O)c2cccc(OC)c2)n1C (stereo not given)

assay / entry	33	34	35	36	37	38	39	40
CHO parental Ca	-7	·	-15	-16	·	-13	-5	-2
CHO-K1 Ca PAM	12	14	7	-19	-5	2	-6	13
CHRM1 PAM	2	6	5	8	5	-9	-3	2
CHO-K1 Ca antag	-5	-5	-6	0	-17	4	-10	-13
M1 antag	0	-11	-15	-3	-11	15	10	-8
TAAR1 agonist	1	9	-1	0	1	8	10	3
TAAR1 antag	-15	10	12	-13	-7	-13	4	-9
CHO-K1 Ca ag	0.2	3.0	1.1	-0.5	0.4	0.5	0.6	0.7
M1 ag	-5	6	-2	-4	-2	-7	-8	-8

41. CCOc1c2ccc(C(=O)NC3CCCc4ccccc43)cc2nn1CC (stereo not given)
42. CCN1C(=O)/C(=C\c2ccc3c(c2)OCO3)C(C(=O)OC)=C1C
43. Cn1c(SCC(=O)NC(=O)c2cccc([N+](=O)[O-])c2)nnc1-c1ccc(F)cc1
44. O=C(c1ccc(Cl)cc1)c1c[nH]c(C(=O)C(Cl)(Cl)Cl)c1
45. CC1=C(C(=O)OCc2ccc3c(c2)OCO3)C(c2cccc([N+](=O)[O-])c2)NC(=O)N1 (stereo not given)
46. Cc1nn2c(N3CCOCC3)c3c(nc2c1-c1ccccc1)CCCC3
47. Cc1nn(-c2ccc(F)cc2)c(Cl)c1/C=C/C(=O)OCC(=O)Nc1c(F)c(F)c(F)c(F)c1F
48. Cc1c(C)c2ccc(OCC(=O)N3CC[C@@]4(O)CCCC[C@H]4C3)cc2oc1=O

assay / entry	41	42	43	44	45	46	47	48
CHO parental Ca	6	-17	-9	-6	0	-18	7	-17
CHO-K1 Ca PAM	-24	-3	17	17	13	-22	25	0
CHRM1 PAM	8	3	11	5	4	1	6	3
CHO-K1 Ca antag	4	0	-5	-4	-5	-8	-13	-8
M1 antag	-4	-1	-7	-6	2	5	-7	-3
TAAR1 agonist	12	8	2	6	9	-1	2	2
TAAR1 antag	7	4	-13	-10	28	-13	3	-6
CHO-K1 Ca ag	-0.3	1.2	-0.8	0.2	1.5	0.2	1.2	0.9
M1 ag	-6	-3	-13	-3	-4	-2	-7	-13

49. CSc1nc(C)c2c(n1)N(c1cccc(C)c1)CC2
50. COc1ccc(OC)c(C2=Nn3c(nnc3-c3ccncc3)SC2)c1
51. O=C(CN1C(=O)C2C3C=CC(C3)C2C1=O)NCCC1=CCCCC1 (stereo not given)
52. CN(C)CCN1CCN(C2CN(C3CCCCC3)S(=O)(=O)C2)CC1 (stereo not given)
53. Cc1ccc(CC(=O)Nc2cccc(C#N)c2)cc1
54. CC(C)Cc1nnc(NC(=O)CCC(=O)N2CCN(c3ccc(Cl)cc3)CC2)s1
55. Cc1csc(NC(=O)[C@@H]2CCCN2C(=O)c2cccs2)n1
56. CCc1n[n+](CC(=O)c2ccccc2)c(N)s1
57. CCc1ccc(CNC(=O)c2cc3c(C)nc4ccccc4c3o2)cc1
58. COc1ccccc1N1C(=O)CC(Sc2nc(C)cc(C)n2)C1=O (stereo not given)

assay / entry	49	50	51	52	53	54	55	56	57	58
CHO parental Ca	-39	-20	-9	·	4	-17	-1	·	46*	-5
CHO-K1 Ca PAM	16	-5	15	-4	19	-16	5	8	19	1
CHRM1 PAM	5	5	2	-2	7	13	13	0	-15	5
CHO-K1 Ca antag	-13	-7	-7	13	-3	-10	-9	-15	8	-2
M1 antag	-9	-1	-1	3	-11	-11	-17	5	22	-15
TAAR1 agonist	1	-1	1	1	4	1	-1	-1	0	8
TAAR1 antag	-38	8	-14	-2	-6	-9	14	-7	45	-2
CHO-K1 Ca ag	-0.6	0.1	0.8	0.7	0.8	0.2	-0.3	-0.8	8.9	0.6
M1 ag	-6	-4	-2	-8	-6	0	-2	-4	-3	0
